Compound activity as filed in PubChem.
Chronic BCR inh: blocks chronic active B-cell receptor signaling; ABC-DLBCL IkBa-CBG/CBR reporter, luminescence ratio, 4 h; Potency, µM (highest dose often 46.1 µM), inactives show at the top dose ratio change, negative = lower green/red ratio, usual class: inhibitors; 0.05% of 340,000 active; AID 493014; active means well fitted inhibition curve with a large enough effect in the signal ratio, with a control signal flat, not every such curve was filed as active; inconclusive means small, poorly fitted or top-dose-only effect, or effect the other way, or a change in a side signal; the % refers to the signal ratio;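 further: potency means the concentration at half of the fitted maximal effect; plate controls were basal doxycycline-induced cells for no effect and cells given 10 µM MG132 for full effect; MG132 reads +100%, hits lower the ratio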
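TMD8 human ABC-DLBCL cells with doxycycline-inducible IκBα–green luciferase fusion and unfused red luciferase, in 0.5% FBS medium; compounds up to 46 uM, 4 h at 37C. Green/red luminescence ratio, filter-overlap corrected, fitted to concentration-response curves.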
B2AR arrestin: agonists driving beta-arrestin recruitment to human beta2-adrenergic receptor; P07550; beta-arrestin recruitment to beta2AR, cell-based reporter; Potency, µM (doses to about 46.1 µM), inactives show at the highest dose activation, most hits filed as activators; 0.02% of 330,000 active; AID 492947;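 further: potency means the concentration at half of the fitted maximal effect; 0% = DMSO controls and full agonism = EC100 isoproterenol or metaproterenol; nearly all actives have a fitted effect of over 65% in size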
uPA surface inh: cell surface uPA generation inhibition; cell surface uPA generation assay, qHTS; AID 540303; Potency, µM (doses to about 38.3 µM), inactives show top-dose activity change, negative = inhibition, actives largely listed as inhibitors; 0.31% of 330,000 active; active means well fitted inhibition curve with a large enough effect; inconclusive means small, poorly fitted or top-dose-only effect; inactive means no such curve, though single readings can be large or run the other way; tested in mouse RAW 264.7 cells; further: potency means the concentration at half of the fitted maximal effect; on the % scale 0 is the no-effect control and ±100 the full control effect; nearly all actives have a fitted effect of over 55% in size
TCR act: T cell receptor activation | Potency, µM (series often up to 9.22 µM), for the others: at the highest dose activation of IL-2 secretion, hits mostly activators | primary human leukocytes, anti-CD3, IL-2 HTRF, 48 h | AID 504894 | 330,000 tested, under 10 active; further: % of control where 0% means no effect
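Using a-CD3 beads without co-stimulation, primary human leukocytes were exposed to compounds for 48 hr. An HTRF IL-2 kit measured the cytokine, with europium-to-d2 energy transfer producing emission at 665nm upon 320nm excitation.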
Mito fusion act: inhibitors of mitochondrial division or activators of mitochondrial fusion | AID 485298 | S. cerevisiae fusion-defective mutant growth rescue, CellTiterGlo 48 h | Potency, µM (doses to about 46.1 µM), for inactives: at the top dose growth rescue (activation), actives largely listed as activators | 0.23% of 320,000 active;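 further: potency means the concentration at half of the fitted maximal effect; % of control where 0% means no effect; nearly all actives have a fitted effect of over 45% in size; temperature-sensitive fusion mutants such as fzo1-1 at 37 °C on non-fermentable ethanol glycerol medium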
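Read-out: ATP-based luminescence (CellTiterGlo, 10 min ambient) reporting growth of fusion-defective ts yeast after 48 hours at 37C on glycerol/ethanol YPEG medium in the presence of compound.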
USP2a inh: inhibitors of human ubiquitin-specific protease USP2a; 0.01% of 330,000 active; USP2 core, Ub-CHOP2 coupled fluorogenic reporter, 485/531; O75604; Potency, µM (titrated, usually from 38.3 µM), without a hit: at the top dose activity change, negative = inhibition, most hits filed as inhibitors;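 further: potency means the concentration at half of the fitted maximal effect; plate controls were DMSO wells for no effect and full inhibition by NEM control for full effect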
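Deubiquitinase activity read as fluorescence (485/531 nm) after Ub-CHOP2 cleavage activates the enterokinase reporter on its substrate; USP2 core 10nM, Ub-CHOP2 and substrate 25nM each, 30min compound preincubation then 60min RT; data normalized to NEM, curves fitted.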
Tb PFK block: inhibitors of T. brucei phosphofructokinase | T. brucei PFK, ADP-Glo luminescence | Potency, µM (doses to about 57.5 µM), for inactives: at the top dose activity, negative = inhibition, actives largely listed as inhibitors | 0.17% of 330,000 active;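 further: potency means the concentration at half of the fitted maximal effect; 0% = uninhibited 1x PFK enzyme wells and -100% = no-enzyme wells; nearly all actives have a fitted effect of over 60% in size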
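In TEA buffer at pH 8.0 with 5 mM MgCl2, enzyme (1.25 nM) converted F6P (0.5 mM) and ATP (0.1 mM) for 45 min at room temperature. ADP product was read by luciferase luminescence.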
TSHR antag: blocks TSH signaling through the human TSH receptor. P16473. TSHR-expressing cells, TSH-stimulated cAMP HTRF, 2 h; stronger effect = lower value. activity change, negative = inhibition, % at 11.5 µM. 0.2% of 330,000 active. AID 504810;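 active means activity change below a set negative limit, meaning inhibition stronger than a set level, cut at about -70% in these data; inconclusive means activity change between two set negative limits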; further: on the % scale 0 is the no-effect control and ±100 the full control effect
Target sequence (P16473 whole entry, looked up): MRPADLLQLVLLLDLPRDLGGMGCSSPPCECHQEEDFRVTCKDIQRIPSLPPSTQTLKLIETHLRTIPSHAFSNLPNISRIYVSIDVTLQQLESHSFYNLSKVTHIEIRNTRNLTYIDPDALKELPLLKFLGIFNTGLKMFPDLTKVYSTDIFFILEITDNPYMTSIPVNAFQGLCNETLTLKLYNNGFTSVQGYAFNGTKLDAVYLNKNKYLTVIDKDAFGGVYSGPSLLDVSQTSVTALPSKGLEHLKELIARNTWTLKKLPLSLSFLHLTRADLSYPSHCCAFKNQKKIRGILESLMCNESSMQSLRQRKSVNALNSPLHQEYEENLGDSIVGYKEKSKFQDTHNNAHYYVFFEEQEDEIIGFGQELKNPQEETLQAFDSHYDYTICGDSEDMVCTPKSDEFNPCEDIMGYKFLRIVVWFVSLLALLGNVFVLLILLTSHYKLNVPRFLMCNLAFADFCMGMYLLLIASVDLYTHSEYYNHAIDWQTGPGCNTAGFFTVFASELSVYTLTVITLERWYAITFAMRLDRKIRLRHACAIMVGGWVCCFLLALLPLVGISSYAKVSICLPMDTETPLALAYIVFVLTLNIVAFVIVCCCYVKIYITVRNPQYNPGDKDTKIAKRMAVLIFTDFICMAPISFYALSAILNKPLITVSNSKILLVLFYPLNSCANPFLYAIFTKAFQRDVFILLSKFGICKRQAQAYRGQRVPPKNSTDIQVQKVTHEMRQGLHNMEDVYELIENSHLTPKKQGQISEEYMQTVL
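Competitive HTRF cAMP read-out (cryptate anti-cAMP antibody, cAMP-d2; 30 min, room temperature) in freshly harvested TSHR cells. Compounds added before TSH at EC80 (4nM final), followed by 2 hours' incubation at 37 deg C.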
PTAP TSG101 blk: blocks PTAP/TSG101 interaction to inhibit HIV-1 budding | Q99816 | Fluorescence polarization, FITC-PTAP peptide / Tsg101 binding | Potency, µM (series often up to 115 µM), for the others: top-dose activity change, negative = inhibition, usual class: inhibitors | 340,000 tested, under 10 active; active means well fitted inhibition curve with a large enough effect in the main read-out, with a control signal flat, not every such curve was filed as active; inconclusive means small, poorly fitted or top-dose-only effect, or effect the other way, or a change in a side signal; inactive means no such curve, though single readings can be large or run the other way; further: potency means the concentration at half of the fitted maximal effect; % of control where 0% means no effect
Target sequence (Q99816 whole entry, looked up): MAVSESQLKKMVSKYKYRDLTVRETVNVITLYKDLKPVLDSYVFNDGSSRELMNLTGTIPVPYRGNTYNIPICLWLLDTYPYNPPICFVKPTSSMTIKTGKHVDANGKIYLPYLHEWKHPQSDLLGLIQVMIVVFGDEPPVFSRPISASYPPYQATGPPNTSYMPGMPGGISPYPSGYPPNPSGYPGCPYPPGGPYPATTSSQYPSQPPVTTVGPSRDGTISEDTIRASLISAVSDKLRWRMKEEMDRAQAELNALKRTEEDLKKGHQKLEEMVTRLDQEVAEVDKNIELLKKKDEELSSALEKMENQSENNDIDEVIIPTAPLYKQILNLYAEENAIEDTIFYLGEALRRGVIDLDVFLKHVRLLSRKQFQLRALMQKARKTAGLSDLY
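FP read-out: FITC-PTAP peptide, 50 nM final, binding Tsg101 binding domain, 10 uM final; 20 min, r.t.; 10 mM HEPES pH 7.5, 0.15 M NaCl, 0.01% Tween 20, 3 mM EDTA, 0.1 mM TCEP.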
Eya2 phos inh: Eya2 (human) phosphatase inhibition. O00167. 0.006% of 330,000 active. Potency, µM (doses to about 76.9 µM), for the others: at the highest dose activity, negative = inhibition, most hits filed as inhibitors. recombinant Eya2, OMFP fluorescence dephosphorylation (OMFP is methylfluorescein phosphate); further: potency means the concentration at half of the fitted maximal effect; on the % scale 0 is the no-effect control and ±100 the full control effect
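Eya2 (0.2 uM) preincubated 10 min at ambient with compound, then OMFP substrate added at 50 uM; 10 min reaction in 50 mM HEPES pH 7.5, 50 mM NaCl, 5 uM MgCl2, 0.05% BSA, 1 mM DTT. Fluorescence read at Ex 485/Em 525 nm.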
ELG1 repair inh: blocks ELG1-dependent DNA repair in HEK293T cells; AID 504467; 2.3% of 330,000 active; HEK293T ELG1-luciferase reporter, luminescence, 16 h; DNA damage induced by 5-fluorouridine; Potency, µM (titrated, usually from 46.1 µM), for inactives: at the highest dose activity change, negative = inhibition, hits mostly inhibitors; further: potency means the concentration at half of the fitted maximal effect; on the % scale 0 is the no-effect control and ±100 the full control effect; nearly all actives have a fitted effect of over 55% in size
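Step one: seed 2,000 cells per well. Step two: pin-transfer compound or DMSO alongside 5-fluorouridine. Step three: incubate 16 hr, 37 °C, 5% CO2. Step four: add ONE-Glo, wait 30 min, read luminescence.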
Starred values were filed as active, the others as inactive; u = inconclusive; x = not tested or not shown; & = joins results of further samples; [ ] = dose if it differs, or a comment. Unless noted, the call rests on the fitted dose curve; in most records, active means well fitted curve in the direction sought with a large enough effect; inconclusive means small, poorly fitted or top-dose-only effect, or another doubt; inactive means no such curve, though single readings can be large; an effect the other way counts as inactive or inconclusive.

Structure,Chronic BCR inh,Eya2 phos inh,ELG1 repair inh,USP2a inh,TSHR antag,B2AR arrestin,Mito fusion act,Tb PFK block,PTAP TSG101 blk,TCR act,uPA surface inh
Cc1ccc(C)c(Oc2cc(F)nc(N)n2)c1,-2.2%,-6.3%,1.5%,3.9%,-9.3,0.5%,u,-2.2%,-5.0%,4.0%,-6.8%
Cc1cc(-c2ccccc2)n2nc(C)c(-c3ccccc3)c2n1,u,0.2%,29.7%,2.0%,22.1,0.1%,1.0%,5.4%,2.0%,-0.3%,7.0%
Cc1ccc2nc(NC(=S)NC(=O)c3cccs3)sc2c1,u,-2.0%,u,2.1%,-18.4,0.5%,-5.4%,4.1%,-3.7%,-0.9%,-3.0%
N#Cc1ccc(S(=O)(=O)NCC(=O)OCC(=O)N2CCCC2=O)cc1,-4.9%,-1.0%,12.3%,1.0%,-1.5,-0.2%,-3.8%,-1.3%,0.1%,3.7%,1.5%
CCOc1ccc(C(=O)N(Cc2ccccc2)c2cccc(C)c2)cc1OC,-15.6%,12.4%,19.1%,1.0%,1.7,0.5%,4.8%,-0.5%,0.0%,1.8%,-2.9%
NCCCS(=O)(=O)O,0.3%&-1.8%,-1.5%&0.4%&7.4%,17.0%&-4.6%,1.6%&2.9%,-6.0&-0.3&-6.2,-1.4%&-0.1%,2.6%&-4.2%&-8.1%,-2.6%&-10.0%,-0.2%&-1.7%,9.9%&-6.4%,3.0%&14.6%
O=C1CC(NC2CCN(C(=O)c3cccc(F)c3)CC2)C(=O)N1 (stereo unspecified),-0.3%,-11.6%,2.5%,0.3%,-2.7,-0.5%,4.4%,u,-6.4%,0.5%,-1.7%
CN(C)C(=O)C[n+]1ccc(C(N)=O)cc1,u,-0.6%,6.5%,1.1%,-7.1,0.3%,-2.5%,0.5%,-2.3%,-0.1%,16.3%
CCOC(=O)C1C(C(=O)OC)=C(c2ccc(OC)cc2)c2ccc(OC)cc2N1S(=O)(=O)C(F)(F)F (stereo unspecified),-7.9%,-8.7%,4.11µM*,-4.3%,-7.8,0.5%,x,-0.1%,-8.9%,0.4%[46.1 µM],4.5%
COc1cc(CN2CCN(Cc3ccc(C)cc3)C(CCO)C2)ccc1O (stereo unspecified),6.1%,2.0%,2.2%,1.9%,13.6,0.0%,3.2%,-3.1%,-3.1%,-6.6%,0.5%
Cc1nc(SCc2ccccc2C#N)n[nH]1,-0.1%,-5.0%,21.6%,1.6%,12.4,-0.6%,-2.5%,-4.1%,-2.3%,7.6%,16.2%
CCCC(=O)n1nc(-c2cccnc2)nc1N,1.9%,12.3%,0.0%,0.3%,-2.7,4.4%,1.5%,-0.5%,0.5%,3.4%,1.3%
O=C(NC1=NCCS1)C12CC3CC(CC(C3)C1)C2,2.1%,9.0%,8.9%,1.7%,7.0,-0.1%,9.7%,-2.7%,-12.1%,0.0%,-2.7%
COc1ccc(C(=O)Nc2cc(C)on2)cc1OC,4.9%,-11.6%,17.9%,-2.3%,-1.9,-0.2%,0.8%,1.7%,-0.4%,2.3%,-10.3%
C=CCn1c(=O)c(C(=O)OCC)c(O)c2ccccc21,u,14.3%,7.6%,2.8%,-6.5,0.5%,3.0%,4.7%,-8.2%,5.0%,2.5%

Structure,Chronic BCR inh,Eya2 phos inh,ELG1 repair inh,USP2a inh,TSHR antag,B2AR arrestin,Mito fusion act,Tb PFK block,PTAP TSG101 blk,TCR act,uPA surface inh
CN(Cc1ccccc1)C(=O)CN(C1CCCCC1)S(C)(=O)=O,8.6%,-1.4%,6.9%,1.6%,-3.3,-3.6%,-5.4%,-6.7%,-5.0%,-0.9%,0.5%
O=C1CCCC(O)=C1N=Nc1ccc(C(=O)O)cc1,u,2.9%,-2.4%,3.9%,12.9,-0.5%,0.8%,-26.0%,-6.9%,-0.9%,3.0%
O=c1c2c(nc3nc(NCc4cccc(Cl)c4)[nH]n13)CCC2,9.5%,0.5%,5.5%,2.7%,2.9,0.1%,-11.5%,-7.9%,-1.5%,0.6%,0.0%
O=C(CSc1ccccc1C(=O)O)NC1CCCCCC1,6.0%,5.5%,u,-0.1%,-0.8,-1.2%,-7.3%,2.3%,-3.7%,-0.6%,-1.1%
NNc1ccc(Cl)c(C(=O)O)c1,u,1.1%,u,3.5%,-0.5,-0.1%,3.9%,0.8%,-5.4%,11.7%,7.5%
C=CCOc1ccc(/C=C/C(=O)OCC(=O)N2CCN(C(C)=O)CC2)cc1,-7.8%,4.3%,3.0%,1.6%,-2.8,-0.6%,x,2.1%,-5.0%,5.9%,-2.4%
O=C(NC1CCCC1)C(c1ccccc1)N(C(=O)c1ccno1)c1ccccc1 (stereo unspecified),0.3%,5.9%,-16.0%,4.1%,30.4,-0.2%,-0.7%,8.3%,-2.4%,6.9%[46.1 µM],1.6%
CC(C)c1nc(N2CCN(C(=O)c3ccco3)CC2)c2c3c(sc2n1)CCCC3,u,3.9%,u,0.4%,1.2,-0.2%,23.9%,u,-0.1%,-1.0%,u
ClC1(Cl)CC1CSc1nc2ccccc2[nH]1 (stereo unspecified),u,-19.7%,u,-0.5%,14.7,0.1%,u,-8.9%,-4.1%,3.6%,-6.1%
CCc1ccc(C(=O)COC(=O)CNC(=O)CNC(=O)Cc2ccccc2)cc1,18.6%,3.2%,u,1.3%,-1.0,0.3%,-2.8%,-0.2%,-6.1%,-8.4%,1.3%
O=C(NOCc1ccccc1)c1ccc(Cl)cc1,u,5.6%,u,2.1%,1.6,-0.1%,-7.5%,-1.3%,-7.2%,-2.5%,u
Cc1ccc(Cl)cc1NC(=O)c1cnn2c1NC(c1ccco1)CC2C(F)(F)F (stereo unspecified),u,-10.6%,18.4µM*,2.4%,-19.0,0.0%,u,-4.8%,-7.5%,x,x
Cc1ccccc1NC(=S)NC(NC(=O)c1ccccc1C)C(Cl)(Cl)Cl (stereo unspecified),6.4%,12.8%,-3.6%,1.4%,55.0,0.3%,7.5%,1.6%,-4.8%,2.0%,5.9%
CCOc1ncccc1C(=O)NCc1ccc(OC)cc1,u,12.4%,-9.0%,4.5%,0.9,-0.1%,3.7%,-1.0%,-3.7%,-3.9%,x
CCn1nc(C)c(Br)c1Nc1ccc(Br)cc1,-0.2%,5.3%,-10.2%,-0.9%,-7.6,0.1%,-7.8%,3.1%,-6.9%,-2.3%,2.2%

Structure,Chronic BCR inh,Eya2 phos inh,ELG1 repair inh,USP2a inh,TSHR antag,B2AR arrestin,Mito fusion act,Tb PFK block,PTAP TSG101 blk,TCR act,uPA surface inh
COc1ccccc1N1CCN(C/C(C)=C/c2ccccc2)CC1,8.9%,-17.4%,-16.5%,1.0%,-7.7,-0.1%,1.4%,0.5%,-2.4%,5.3%,x
CCOC(=O)/C(C#N)=C/c1c(N2CCN(c3cccc(Cl)c3)CC2)nc2c(C)cccn2c1=O,-1.3%,-2.9%,-26.3%,1.7%,-12.8,-0.9%,-2.1%,-4.9%,-10.8%,0.4%,5.2%
O=C(COC(=O)CNC(=O)c1ccccc1F)NCC(F)(F)F,2.9%,-1.5%,0.0%,3.4%,-1.2,-1.1%,0.8%,2.1%,-5.6%,-0.3%,-2.6%
CN(Cc1ccccc1)C(=O)c1[nH]cnc1C(=O)NCc1ccccc1,u,-2.4%,3.9%,1.7%,22.5,0.2%,-1.9%,2.8%,x,-15.2%,16.5%
Cc1nc(N)sc1C(=O)OCC(C)C,u,-1.2%,u,-0.3%,-9.1,0.1%,10.2%,4.0%,-1.4%,-0.1%,-4.5%
COCCN(C(=O)CSc1n[nH]c(-c2ccc(OC)cc2)n1)c1c(N)n(Cc2ccccc2)c(=O)[nH]c1=O,-2.9%,-0.9%,17.4%,0.1%,-0.9,0.0%,0.7%,22.6%,-2.2%,-3.4%,-23.4%
CC(=O)NC1CC2CCCC(C1)N2S(=O)(=O)c1cccc(F)c1 (stereo unspecified),-0.4%,-0.4%[15.4 µM],-0.3%,-3.9%,1.4,0.3%,6.0%,2.9%,-11.5%,-2.5%,6.4%
CC(=O)NC(c1ccco1)c1cc(Cl)c2ccc(N(C)C)nc2c1O (stereo unspecified),-27.2%,-1.8%,x,0.8%,28.6,3.8%,-6.5%,-10.1%,x,x,x
